All columns: NCI-60 one-dose screen, growth in % after 48 h at 10 µM unless noted; 100 = growth as untreated, 0 = no growth, -100 = all killed.
MALME-3M – MALME-3M melanoma; 78,000 tested, 5.8% active
UACC-62 – UACC-62 melanoma | 81,000 tested, 5.4% active | AID 1794756
T-47D – T-47D breast cancer; 79,000 tested, 5% active
SK-MEL-2 – SK-MEL-2 melanoma; 77,000 tested, 4.7% active; AID 1794763
SK-MEL-28 – SK-MEL-28 melanoma | 81,000 tested, 4.1% active
HS 578T – HS 578T breast cancer | 78,000 tested, 4.1% active
UACC-257 – UACC-257 melanoma | 78,000 tested, 4.4% active
BT-549 – BT-549 breast cancer; 78,000 tested, 4.4% active
An asterisk follows results filed as active; · = not tested or not shown; & = joins results of further samples; ! = repeats disagree. Rule for the calls: active = growth percent below 10; inactive = the rest. Compounds as they come; any-hit rate near 10%.

SMILES	MALME-3M	UACC-62	T-47D	SK-MEL-2	SK-MEL-28	HS 578T	UACC-257	BT-549
Nc1nonc1-n1nncc1-c1cccnc1	96.1	111.9	93.9	111.4	105.1	100.7	112.4	104.8
CC(=O)O[C@H]1[C@H](CC#CC#CC[C@@H]2C[C@]3(C)[C@H]4CC=C5[C@H]6CC(C)(C)CC[C@]6(C(=O)NCCCCN)CC[C@@]5(C)[C@]4(C)CC[C@H]3C(C)(C)[C@H]2OC(C)=O)C[C@]2(C)[C@H]3CC=C4[C@H]5CC(C)(C)CC[C@]5(C(=O)NCCCCN)CC[C@@]4(C)[C@]3(C)CC[C@H]2C1(C)C	93.6	109.4	·	124.8	116.7	119.0	109.8	116.8
O=c1oc2ccc(Br)cc2cc1C1=CSc2nc3sc4c(c3c(=O)n2N=C1)CCCC4	89.0	71.7	76.9	98.6	105.1	93.1	90.9	95.4
COc1ccc(/C=C/C(=O)c2ccc(Oc3ncnc4ccccc34)cc2)cc1OC	77.5	76.9	52.3	89.8	104.2	88.5	93.8	60.6
Cc1ccc(-c2cc(C(=O)OCc3ccc(Br)cc3)nn2-c2ccc(S(C)(=O)=O)cc2)cc1	114.0	73.1	85.9	106.3	107.0	95.9	105.6	116.1
O=C(O)C(C(=O)O)c1cccc2ccccc12	107.3	96.8	92.7	95.2	110.8	102.1	88.1	102.0
O=C1C(=O)c2ccccc2C(O)=C1C(C1=C(O)c2ccccc2C(=O)C1=O)c1ccc(Cl)c(Cl)c1	68.6	86.5	108.7	79.5	107.2	110.3	69.1	77.7
CC(C)(C)c1cccc(C(C)(C)C)c1O	121.2	95.7	149.6	157.7	115.6	104.5	106.3	100.3
CC(C)C(=O)Nc1ncc(C(=O)NCCN(Cc2ccccc2)C(=O)c2ccc(S(=O)(=O)Nc3ccccc3)cc2)s1	110.9	89.6	91.7	97.8	98.4	87.1	105.5	89.2
c1ccc(COC(CN2CCCCC2)c2ccccc2)cc1 (centres undefined)	112.6	97.3	99.4	101.0	108.6	98.8	103.3	108.6
CC(=O)OCc1ccc[n+]([O-])c1	100.7	116.0	98.4	105.4	99.4	100.7	110.3	98.4
COc1ccc(C(=O)Cn2c(C(=O)c3ccc(Cl)cc3)nc3ccccc32)cc1	70.7	54.1	73.8	73.4	71.2	47.2	70.8	88.8
O=[N+]([O-])c1cc(C(F)(F)F)ccc1Cl	173.7	109.0	·	100.7	·	112.9	90.1	91.4
O=Cc1ccc([N+](=O)[O-])cc1	109.3	103.9	102.7	105.6	102.6	89.7	105.4	99.9
CCOc1ccc2cc(-c3nn(CC4CCN(C)CC4)c4ncnc(N)c34)ccc2c1	-46.1*!	-24.5*	54.7&68.5	108.1	-58.3*!	35.8&79.3	-67.9*	45.7&71.6
COc1ccc(-c2nc3sc(-c4ccccc4)cn3n2)cc1	67.6	57.2	34.6	59.1	67.6	59.9	71.8	73.3
CN1CCN(CC#C[C@@H]2CC[C@]3(CO)CC[C@]4(C)[C@H](CC[C@@H]5[C@@]6(C)CC[C@H](O)C(C)(C)[C@@H]6CC[C@]54C)[C@@H]23)CC1	84.3	50.3	77.9	97.3	87.5	87.9	47.7	93.2
Nc1c(C(=O)Nc2cccc(Cl)c2)sc2nc3c(cc12)CN(Cc1ccccc1)CC3	79.2	83.8	56.1	104.9	102.8	83.3	119.6	99.2
COC(=O)C(C#N)C(C#N)c1cc(OC)c(OC)cc1[N+](=O)[O-] (centres undefined)	102.3	101.2	103.8	108.3	116.3	110.6	97.7	103.0
O=C(Nc1ccc2ncnc(Nc3nccs3)c2c1)c1ccccc1	97.4	71.9	59.6	56.3	94.3	102.7	96.0	75.7
COC(=O)c1ccc2cc(OC)cc([N+](=O)[O-])c2n1	103.2	89.3	·	112.3	115.4	107.6	92.0	114.6
CCCNC(C)(C)COC(=O)Nc1ccccc1Cl	142.5	102.0	90.0	125.6	113.7	105.4	108.2	104.6
c1ccc(Cn2nc3c(c2-c2ccccc2)-c2oncc2CC3)cc1	89.0	76.2	80.9	102.1	94.4	·	92.1	88.0
O=C1c2ccccc2C(=O)N1Cc1cccc(I)c1	96.0	82.5	·	128.5	96.4	94.1	111.5	103.6
c1ccc(-c2ccnc3c2c(-c2ccccc2)nn3-c2ccccc2)cc1	103.3	90.3	93.4	105.3	101.9	114.6	101.9	114.3
COc1ccc(-c2nnc(SCC(=O)Nc3nc(-c4ccccc4)cs3)o2)cc1	120.7	89.7	·	90.1	95.3	93.1	90.4	100.5
COc1ccc(CNc2nc3ccc(OC/C(=C\F)CN)cc3o2)cn1	109.5	90.0	109.6	113.5	109.2	96.1	108.0	98.2
O=C1CC2C=CCN2C=C1NC(=O)c1ccncc1 (centres undefined)	98.9	109.6	85.0	104.5	113.1	110.8	97.7	99.2
CC(C)(C)c1cc(/N=C/c2ccc(Cl)cc2)n(-c2ccccc2)n1	120.5	83.5	87.4	113.8	106.2	106.6	120.1	125.2
Clc1ccccc1/C=C/c1ccccn1	87.2	94.4	53.4	100.6	117.1	·	112.8	104.0
COC1=C[C@]23CCC(=O)N2CCc2cc4c(cc2[C@@H]3[C@@H]1OC(=O)CCCC(C)C)OCO4	4.9*	61.0	68.3	100.5	64.4	71.8	78.9	85.4
O=C(NNC(=O)Nc1ccc(Cl)cc1)Nc1ccccc1	100.0	93.6	73.1	85.7	100.5	119.4	117.7	100.2
CCOc1ccc2nc(NC(=O)c3cccnc3Nc3ccc(F)cc3)sc2c1	84.0	67.6	83.8	88.1	106.4	110.9	82.3	42.3
O=c1[nH]c2ccccc2cc1CSc1nccc(-c2ccc3ccccc3c2)n1	86.3	60.9	41.8	84.5	86.3	71.0	99.3	44.8
NC(=O)c1c(NC(=O)COC(=O)c2ccccc2Br)sc2c1CCC2	101.3	95.0	115.5	92.9	119.6	141.5	·	104.8
CCCCCCCCCCCC[n+]1ccc(CCCCCCCCC)cc1	-76.4*	-76.9*	-62.3*	-48.1*	-70.9*	-7.6*	-18.4*	-27.3*

Taken from above, 9 compounds:
SMILES	MALME-3M	UACC-62	T-47D	SK-MEL-2	SK-MEL-28	HS 578T	UACC-257	BT-549
O=C1CC2C=CCN2C=C1NC(=O)c1ccncc1 (centres undefined)	98.9	109.6	85.0	104.5	113.1	110.8	97.7	99.2
CC(C)(C)c1cc(/N=C/c2ccc(Cl)cc2)n(-c2ccccc2)n1	120.5	83.5	87.4	113.8	106.2	106.6	120.1	125.2
Clc1ccccc1/C=C/c1ccccn1	87.2	94.4	53.4	100.6	117.1	·	112.8	104.0
COC1=C[C@]23CCC(=O)N2CCc2cc4c(cc2[C@@H]3[C@@H]1OC(=O)CCCC(C)C)OCO4	4.9*	61.0	68.3	100.5	64.4	71.8	78.9	85.4
O=C(NNC(=O)Nc1ccc(Cl)cc1)Nc1ccccc1	100.0	93.6	73.1	85.7	100.5	119.4	117.7	100.2
CCOc1ccc2nc(NC(=O)c3cccnc3Nc3ccc(F)cc3)sc2c1	84.0	67.6	83.8	88.1	106.4	110.9	82.3	42.3
O=c1[nH]c2ccccc2cc1CSc1nccc(-c2ccc3ccccc3c2)n1	86.3	60.9	41.8	84.5	86.3	71.0	99.3	44.8
NC(=O)c1c(NC(=O)COC(=O)c2ccccc2Br)sc2c1CCC2	101.3	95.0	115.5	92.9	119.6	141.5	·	104.8
CCCCCCCCCCCC[n+]1ccc(CCCCCCCCC)cc1	-76.4*	-76.9*	-62.3*	-48.1*	-70.9*	-7.6*	-18.4*	-27.3*

More results:
SMILES	MALME-3M	UACC-62	T-47D	SK-MEL-2	SK-MEL-28	HS 578T	UACC-257	BT-549
Clc1ccc(C2CC(c3cccc(Nc4ccnc5cc(Cl)ccc45)c3)=NN2c2ccc(Cl)cc2)cc1 (centres undefined)	98.2	92.4	79.8	·	99.8	105.3	87.0	96.9
CC1=CC(=O)C(C(C)=NCc2ccccn2)C(=O)O1 (centres undefined)	109.6	105.2	97.8	103.9	112.1	110.9	86.3	108.0
O=C1/C(=C/c2cccc(OCc3ccccc3)c2)Oc2cc(OCCN3CCCCC3)ccc21	58.3	77.8	89.9	133.9	76.6	·	94.5	75.6
CCOC(=O)c1c2ncccc2n2c(=O)n(-c3ccccc3C)nnc12	145.0	95.3	89.9	107.0	156.5	111.7	91.7	103.6
O=C(c1ccccc1)C1CC1c1ccccc1 (centres undefined)	99.5&98.6	100.5&100.0	100.5&91.8	100.8&93.7	105.6&106.4	109.2&97.1	95.2&110.5	109.5&104.6
Nc1ccc(C(=O)Nc2cc(S(=O)(=O)O)cc3cc(S(=O)(=O)O)ccc23)cc1	145.7	106.4	128.9	113.5	117.5	101.4	141.5	125.1
C=CC(=O)N1CCN(c2ccc3cccc(NC(=O)c4cnc(C)cn4)c3n2)CC1	30.5	26.9	28.2	29.7	68.0	34.3	37.2	34.3
C=C(C)[C@@H]1CC[C@]2(C(=O)OC)CC[C@]3(C)[C@H](CC[C@@H]4[C@@]5(C)C/C(=C/NC(N)=O)C(=O)C(C)(C)[C@@H]5CC[C@]43C)[C@@H]12	111.9	81.0	51.6	99.6	104.7	87.9	100.3	105.0
N#CC(=C1CCN(Cc2ccccc2)CC1)c1ccccc1	97.3	98.6	101.6	116.8	103.4	·	113.2	89.1
CC(=O)OCCCc1ccccc1	106.6	121.4	92.1	·	113.4	103.3	100.9	113.2
C=CCOC(=O)C1=C(C)NC2=C(C(=O)CCC2)C1c1ccc(OC)cc1 (centres undefined)	121.4	99.7	97.7	88.5	117.3	89.8	92.8	94.4
CCCCNc1nnc(-c2ccc(-n3nc(-c4ccc(OC)cc4)cc3-c3ccc(OC)cc3)cc2)s1	103.3	89.5	63.1	·	105.3	86.8	97.0	·
N#Cc1cccc(OCc2nc(N)nc(N)c2-c2ccc(Cl)c(Cl)c2)c1	33.6	22.7	71.5	42.8	53.4	49.7	11.1	40.1
COC(=O)c1ccccc1OC	104.1	108.5	100.3	108.0	111.9	101.9	86.6	100.4
O=c1cc(-n2nncc2Cn2c3ccccc3c3ccccc32)c2ccccc2[nH]1	81.8	88.4	100.1	110.5	101.0	89.2	102.6	88.9
NC(Cc1cc(I)c(O)c(I)c1)C(=O)O (centres undefined)	101.4&113.9	91.3&85.8	105.4&87.3	111.3&111.8	118.2&115.1	102.0&105.4	104.7&102.6	92.7&105.2
COc1cc(/C=C\C(=O)[C@@H]2CC[C@]3(O)CC[C@]4(C)[C@H](CC[C@@H]5[C@@]6(C)CC[C@H](O)C(C)(C)[C@@H]6CC[C@]54C)[C@@H]23)cc(OC)c1	98.1	68.6	60.6	91.5	102.7	89.2	87.9	·
COc1ccc(-c2c(N)c(=O)n(C)c3ccccc23)cc1	70.6	38.1	57.2	77.4	86.5	66.9	92.9	43.0
O=C(CN1CCOCC1)Nc1nc2c(s1)Nc1ccccc1NC2=O	108.8	102.7	95.7	·	113.1	96.1	94.2	104.1
COc1ccc2[nH]cc(-c3nc(-c4c[nH]c5ccncc45)cs3)c2c1	-77.5*	84.2	61.5	84.7	-88.5*	93.2	82.0	74.0
CC(C)(C)OC(=O)c1ccccc1	91.5	91.7	91.1	106.2	111.6	110.9	114.1	106.1
CCOC(=O)c1c(C)c(C(=O)OCC)n(C)c1C	112.0	83.8	90.7	·	115.5	92.6	133.8	91.5
CC(C)=CCC[C@](C)(O)[C@H]1CC[C@]2(C)[C@@H]1CC[C@@H]1[C@@]3(C)CC[C@H](OCCC#N)C(C)(C)[C@@H]3CC[C@]12C	79.4	76.3	56.2	85.1	96.4	94.7	90.1	94.3
O=C(Nc1ccc(Cl)cc1)Nc1cccc(Oc2nnc(Cl)c3ccccc23)c1	92.3	75.7	70.5	93.6	105.5	97.9	89.9	96.8
OCC1CCCCC1	89.8	101.7	100.5	101.6	110.3	100.5	93.8	96.6
COCc1ccc([N+](=O)[O-])o1	81.3	95.5	98.6	95.9	111.1	102.2	101.2	105.6
CC(=O)CC(=O)SCCNC(C)=O	109.8	100.3	102.9	104.3	111.9	101.2	103.4	109.6
CCOC1C=CC(OC(C)=O)C(COC(C)=O)O1 (centres undefined)	94.5	96.0	86.0	100.7	99.2	93.2	87.4	100.4
CC(=O)c1ccc2c(c1)CCN2	·	101.8	105.1	104.0	109.0	114.0	104.1	106.3
O=C(Nc1ccc2c(ccn2C(=O)c2cccc(F)c2)c1)c1ccnnc1	117.5	89.5	103.2	110.1	104.2	107.3	107.7	67.3
BrC(Br)(Br)COCOCC(Br)(Br)Br	99.4	96.7	85.4	100.2	111.0	103.1	101.3	103.6
O=C(Cn1cc(COc2ncnc3c2cnn3-c2ccccc2)nn1)Nc1cccc2ccccc12	93.6	83.9	87.1	112.6	100.1	85.1	95.9	99.5
Cn1c(N)c(NC=O)c(=O)n(C)c1=O	106.4	94.1	97.8	103.8	105.2	98.5	93.5	87.8
CC1NC(=O)COC1c1ccccc1 (centres undefined)	108.4	110.7	96.1	96.6	128.8	109.2	110.7	99.7
O=C(Cn1nnc2ccccc21)N/N=C/c1ccccc1F	101.6	88.5	92.0	101.8	108.4	81.2	93.0	101.4
Cc1cc(C)[nH]n1	105.1	106.3	109.3	87.9	114.1	·	98.4	101.4
O=C1C(Cl)C(c2cccc([N+](=O)[O-])c2)N1n1cnnc1 (centres undefined)	96.4	94.2	·	102.5	97.4	91.7	99.5	92.7
C=C1C(=O)O[C@H]2[C@H]1CC/C(COC(=O)CCCCCCCCC(=O)OC/C1=C/CC[C@@]3(C)O[C@H]3[C@H]3OC(=O)C(=C)[C@@H]3CC1)=C\CC[C@@]1(C)O[C@@H]21	-18.4*	-18.8*	-27.3*	22.0	-12.8*	10.3	24.6	2.6*
Cc1sc2nc(N3CCOCC3)[nH]c(=O)c2c1C	97.2	100.0	92.9	·	108.5	·	82.8	106.4
